Screening results from PubChem BioAssay.
zfTRPN1 agonist: activates the zebrafish TRPN1 channel | activation, % at 3 µM | AID 1424 | HEK293 zebrafish TRPN1-YFP, Fluo-8 calcium fluorescence; 100% = response to 87 µM carbachol | actives 0.18% (n = 220,000);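 active = activation above its plate's cutoff, the mean activation of test wells on that plate plus 3 SD, cut at about 19% in these data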;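 note: 0% = DMSO alone and 100% = 87 µM carbachol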
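Control set: carbachol 87 µM as high control, DMSO as low control; system: HEK293 stable line with zebrafish TRPN1-YFP; read-out: % activation versus carbachol response; detection: intracellular calcium fluorescence with Fluo-8; doses: single test compound dose, 3 µM nominal, 0.3% DMSO; schedule: dye 1 h 37 °C plus 30 min RT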
Ba/F3 V617F tox: reduce viability of Ba/F3 cells dependent on JAK2V617F | AID 1446 | inhibition, % at 5.6 µM | Ba/F3 EpoR-JAK2V617F viability, ATP luminescence | actives 1.1% (n = 220,000);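 active = inhibition above the campaign mean plus 3 SD over all tested compounds, cut at about 24% in these data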;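 note: cytokine-independent growth of Ba/F3 cells driven by EpoR plus mutant JAK2; 0% = DMSO-treated cells and 100% = JAK inhibitor I control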
PERK inh: inhibitors of human PERK kinase; actives 0.17% (n = 220,000); inhibition, % at 5.6 µM; CHO PERK-DD fusion, SEAP luminescence translation reporter;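 active = inhibition above the mean inhibition of all tested compounds plus 3 SD, set separately per screening campaign, cut at about 2.9% in these data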;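 note: PERK kinase domain activated by AP20187 dimerizer at 100 nM; 0% = DMSO with dimerizer and 100% = rapamycin at 8.4 µM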
Target sequence (Q9NZJ5 whole entry, looked up, the tested form may be a part): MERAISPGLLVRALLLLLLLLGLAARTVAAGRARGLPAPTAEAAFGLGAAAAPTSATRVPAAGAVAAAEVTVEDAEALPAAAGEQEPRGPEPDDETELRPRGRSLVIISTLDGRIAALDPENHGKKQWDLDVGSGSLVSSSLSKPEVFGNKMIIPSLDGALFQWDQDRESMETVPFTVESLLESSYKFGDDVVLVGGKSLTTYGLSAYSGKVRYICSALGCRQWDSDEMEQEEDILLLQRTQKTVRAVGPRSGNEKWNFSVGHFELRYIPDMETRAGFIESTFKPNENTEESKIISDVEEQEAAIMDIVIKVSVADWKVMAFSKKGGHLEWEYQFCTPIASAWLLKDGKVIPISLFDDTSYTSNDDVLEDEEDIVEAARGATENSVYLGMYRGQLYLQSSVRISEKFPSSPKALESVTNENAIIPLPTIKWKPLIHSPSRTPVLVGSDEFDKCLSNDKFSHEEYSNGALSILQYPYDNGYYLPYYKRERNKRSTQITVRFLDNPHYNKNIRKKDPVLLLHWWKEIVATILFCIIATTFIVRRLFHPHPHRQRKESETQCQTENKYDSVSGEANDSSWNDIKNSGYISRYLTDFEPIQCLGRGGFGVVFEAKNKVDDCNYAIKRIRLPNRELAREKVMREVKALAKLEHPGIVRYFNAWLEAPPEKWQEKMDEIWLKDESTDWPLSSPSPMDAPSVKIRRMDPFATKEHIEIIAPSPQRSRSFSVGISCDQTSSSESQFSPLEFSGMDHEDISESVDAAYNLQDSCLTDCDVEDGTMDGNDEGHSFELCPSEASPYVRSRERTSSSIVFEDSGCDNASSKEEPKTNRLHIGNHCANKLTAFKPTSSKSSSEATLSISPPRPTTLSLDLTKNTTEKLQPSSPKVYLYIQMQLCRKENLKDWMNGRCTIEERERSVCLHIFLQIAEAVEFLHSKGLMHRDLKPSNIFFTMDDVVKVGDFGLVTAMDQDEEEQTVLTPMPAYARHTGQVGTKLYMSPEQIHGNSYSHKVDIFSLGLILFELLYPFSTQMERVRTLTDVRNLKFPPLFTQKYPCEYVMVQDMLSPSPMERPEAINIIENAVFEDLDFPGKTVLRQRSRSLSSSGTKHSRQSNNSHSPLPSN
S1P4 antag: antagonists of human S1P4 receptor; O95977; actives 0.26% (n = 220,000); AID 1510; inhibition, % at 4.98 µM; S1P4-expressing cells, antagonist mode, reporter read-out; in the data active = inhibition above about 29%;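 note: 0% = wells stimulated with agonist and 100% = vehicle wells without agonist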
BaF3 parental: counter-screen for JAK2V617F inhibitors: parental Ba/F3 viability inhibitors; CellTiter-Glo ATP luminescence; inhibition, % at 5.6 µM; actives 1.1% (n = 220,000);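 active = inhibition above a per-campaign cutoff, the mean inhibition of all tested compounds plus 3 SD, cut at about 27% in these data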;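 note: 0% = DMSO wells and 100% = JAK Inhibitor I control wells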
EP2 mod: modulators of human EP2 prostaglandin E2 receptor; EP2-expressing cells, cAMP HTRF FRET, PGE2 co-stimulation; P43116; AID 940; actives 0.83% (n = 260,000); induction, % at 25 µM;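 active = compounds whose cAMP rise, as percent of the full-agonist control response, exceeds 60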;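 note: rat C6 glioma line stably carrying human EP2 under a CMV promoter; the protocol text gives 20 µM as final concentration; 100% = response of wells given 1 µM PGE2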
S1P4 agonist: human S1P4 receptor agonism; O95977; S1P4-expressing cell line, agonist reporter assay; activation, % at 4.98 µM; actives 0.35% (n = 220,000); AID 1509; in the data active = activation above about 11%;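 note: 0% = DMSO vehicle and 100% = reference agonist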
TRPML3 agonist: human mucolipin-3 channel agonism | Q8TDD5 | HEK293 TRPML3-YFP, Fluo-8 calcium fluorescence; 100% = the carbachol control signal | activation, % at 3 µM | actives 0.29% (n = 220,000) | AID 1448;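 active = activation above its plate's cutoff, the mean activation of the plate's test wells plus 3 SD, cut at about 12% in these data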;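 note: 0% = DMSO only wells and 100% = carbachol wells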
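Material: HEK293 cells stably carrying human TRPML3-YFP; compound dosing: single dose, 3 µM final nominal compound, 0.3% DMSO final; incubation: 1-h 37 °C dye load, 5-s basal, 120-s post-compound reads; technique: Fluo-8 intracellular calcium fluorescence, excitation 470-495 nm, emission 515-575 nm; read-out basis: percent activation from peak-to-basal fluorescence ratio, scaled between DMSO and carbachol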
Calpain2 inh: calpain II (pig) inhibition; inhibition, % at 16 µM; actives 0.37% (n = 220,000); purified calpain II, fluorogenic peptide substrate, 30 min;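 active = inhibition above about 50%, limit read from the data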
* hit, by the source's call; . = no result given; & = joins results of further samples.

SMILES	zfTRPN1 agonist	Ba/F3 V617F tox	PERK inh	S1P4 antag	BaF3 parental	EP2 mod	S1P4 agonist	TRPML3 agonist	Calpain2 inh
COC(=O)c1cc(-c2ccc(C)cc2)n[nH]1	0.5	-2.0	0.5	-1.3	2.3	-0.7	2.4	0.0	15.2
COc1ccc2nc(NC(=O)CCN3C(=S)NC(C)(C)CC3C)sc2c1 (stereo not given)	-0.7	-1.5	0.6	-18.8	7.5	-17.7	0.9	0.3	-2.2
COC(=O)c1cn(NC(=O)Cc2ccccc2Br)c(=O)c2ccccc12	-1.1	-1.8	0.6	-12.8	6.2	18.9	0.7	-1.1	8.5
O=C(NCCCN1CCOCC1)c1coc2ccccc2c1=O	-0.8	0.8	0.3	12.2	-1.6	24.9	0.1	0.7	-23.7
CCn1c(N2CCN(CC(=O)c3c[nH]c4ccccc34)CC2)nc2c1c(=O)[nH]c(=O)n2C	0.7	1.1	0.9	-7.0	7.2	6.4	0.5	-0.1	2.0
Cn1c(=O)[nH]c(=O)c2c1nc1n2CCS1	1.4	-1.7	-0.3	-6.0	4.8	15.2	5.5	0.4	6.4
CCOc1ccc(Br)cc1C1C(C(=O)OC)=C(N)Oc2cc(N(C)C)ccc21 (stereo not given)	0.4	-0.8	-0.7	2.9	5.7	23.0	-1.5	0.5	-85.8
COc1cccc2c1OC1(C)CC2NC(=O)N1Cc1ccccc1 (stereo not given)	-1.7	-2.8	0.2	5.3	1.3	10.6	1.5	-0.3	-14.1
COc1cc(-c2nnc3n2N=C(c2ccccc2)CS3)cc(OC)c1OC	-0.2	73.8*	-0.8	-40.3	81.2*	29.7	0.9	-1.2	-9.4
CC(C)OCCCNC(=O)CCC(=O)NNc1nc2ccccc2c2nc(-c3ccccc3)nn12	1.3	-5.4	0.8	7.3	3.4	4.2	0.8	0.6	-22.1
CCCCN(C)C(=S)Nc1ccc2nc3n(c(=O)c2c1)CCCCC3	1.9	8.5	-0.7	-13.4	12.6	-26.4	1.4	1.4	25.6
O=C(NCCCn1ccnc1)c1cnn2c1NC(c1ccccc1)CC2C(F)(F)F (stereo not given)	-0.6	-5.4	-0.1	8.5	-3.7	20.1	-0.1	-0.6	-22.4
CCOC(=O)C1CCCN(c2c(NCCc3ccc(S(N)(=O)=O)cc3)c(=O)c2=O)C1 (stereo not given)	0.1	-3.9	0.6	-13.8	-0.3	37.4	-0.7	-0.2	-2.1
CC(C)(C)c1ccc(OCc2nnc(SCC(N)=O)n2N)cc1	-0.2	-0.3	0.4	-20.1	4.9	19.8	-0.1	0.4	-7.7
CC(C)(C)[C@@H]1C=C(C(=O)N2CCN(Cc3ccccc3)CC2)O[C@H](OCCCCO)C1	1.6	3.2	0.1	-6.0	-7.3	13.0	-0.3	0.7	17.1

One compound at a time, from the list above. Screens in order: zfTRPN1 agonist, Ba/F3 V617F tox, PERK inh, S1P4 antag, BaF3 parental, EP2 mod, S1P4 agonist, TRPML3 agonist, Calpain2 inh
COC(=O)c1cc(-c2ccc(C)cc2)n[nH]1 reads 0.5, -2.0, 0.5, -1.3, 2.3, -0.7, 2.4, 0.0, 15.2
CC(C)OCCCNC(=O)CCC(=O)NNc1nc2ccccc2c2nc(-c3ccccc3)nn12 reads 1.3, -5.4, 0.8, 7.3, 3.4, 4.2, 0.8, 0.6, -22.1

Remaining list, next part:
SMILES	zfTRPN1 agonist	Ba/F3 V617F tox	PERK inh	S1P4 antag	BaF3 parental	EP2 mod	S1P4 agonist	TRPML3 agonist	Calpain2 inh
C=CCSc1nnc2c(n1)OC(c1cccnc1)Nc1ccccc1-2 (stereo not given)	-1.7	-0.8	1.1	0.6	1.2	15.1	0.5	-0.1	-37.4
CCCc1ccc(OCc2nc(-c3ccc(NC(=O)c4ccco4)cc3)no2)cc1	1.5	-1.9	0.9	-22.6	1.7	-6.9	1.1	0.5	-72.8
COc1cc(/C=N/NC(=O)c2ccc(CSc3nncn3C)cc2)cc(OC)c1O	-0.2	3.3	1.4	-10.0	8.2	-23.3	-0.6	0.7	-21.9
O=C(c1cccc(F)c1)N1CCC(N2CCCCCC2)CC1	-0.1	-0.7	0.3	-28.5	8.3	-8.8	-3.8	1.0	10.5
CC(=O)Nc1ccc(-c2cc(-c3ccc(NC(C)=O)cc3)nc(-c3ccccc3)n2)cc1	0.7	-1.4	1.5	-13.2	11.1	-32.3	1.6	0.2	-43.4
CCOC(CNC(=O)CCc1c(C)nc2ncnn2c1C)OCC	-0.4	-0.3	0.9	-2.5	0.8	19.1	-1.3	1.1	-11.6
Cc1cc(OCC(=O)Nc2ccncc2)c(C)cc1Br	4.4	-0.2	0.7	-19.7	4.6	-32.5	-2.5	2.6	-10.7
O=C(N/N=C/c1cccc(Oc2ccc([N+](=O)[O-])cc2[N+](=O)[O-])c1)c1cncc(Br)c1	0.0	-4.7	0.6	-3.4	-1.7	-25.9	-1.9	0.1	5.1
Cn1c(SCC(=O)N2CCCC2)nc2ccccc2c1=O	-0.6	-4.2	-0.3	-4.8	-0.9	-22.2	-4.8	0.8	-11.9
COc1ccc(CC(=O)N2CCC(Nc3nc4ccccc4n3Cc3ccc(F)cc3)CC2)cc1	-0.7	-3.1	-1.2	-1.6	1.3	1.9	2.9	-0.2	7.5
COc1ccc(-c2nc(Cc3ccc(Cl)cc3)no2)cc1OC	-1.6	-0.4	-1.9	-8.5	2.8	29.4	2.6	0.1	10.6
CCN(CC)Cc1c[nH]c2c(C(=O)OC)cccc12	-0.1	-3.5	1.5	3.3	3.5	27.9	-1.2	0.0	-88.2
O=C(NCc1nc2ccccc2[nH]1)C1=C[C@H](C2CCCCC2)C[C@H](OCc2ccc(CO)cc2)O1	-1.4	-2.2	0.2	5.1	-2.2	-23.0	0.8	-0.3	-274.1
CC(C)(C)C1CCc2c(sc(NC(=O)c3cccs3)c2C(=O)N2CCCCC2)C1 (stereo not given)	-1.1	-4.0	-1.7	0.4	1.6	-1.8	-1.6	-0.2	-38.3
CC(=O)c1cccc(NC(=O)NCc2cccnc2)c1	0.7	-3.9	1.2	-30.4	-1.5	17.9	-0.8	-0.4	-25.9
Cn1c(CCC(=O)Nc2ccccc2F)nnc1SCC(=O)Nc1ccccc1Cl	-1.0	-1.6	0.7	2.8	-1.6	10.1	-0.1	0.3	2.6
O=C(Nc1ccccc1Cl)c1c(F)c(F)c(F)c(F)c1F	-1.3	-4.8	0.4	-22.8	-1.5	.	0.5	0.8	.
Cc1ccc2nc(-c3ccc(NC(=O)CN(C)S(=O)(=O)c4ccccc4)cc3)sc2c1	1.7	2.9	0.7	-18.2	7.2	-22.4	1.0	0.6	-65.9
CCCCN1C[C@H](O)[C@@H](O)[C@H](O)[C@H]1CO	-0.7	-3.9	-0.2	-0.3	-1.0	44.6	0.3	1.1	-0.6
CCOC(=O)/C(C#N)=C1/SC(CC)C(=O)N1c1ccc(C)cc1 (stereo not given)	-0.3	-0.8	0.7	2.6	2.7	17.6	-0.1	0.6	26.1
O=C(Nc1ccccc1)/C(=C/c1cccnc1)NC(=O)c1ccco1	0.8	0.0	0.5	-26.9	-1.3	-4.1	-0.1	1.6	7.9
COc1ccc(CNc2nc3nc(C)cc(C)n3n2)cc1OC	0.5	2.6	-0.5	5.4	4.8	-31.5	3.1	0.7	-13.5
CC1(C)Oc2ccc3ccc(=O)oc3c2/C(=C/NCCO)C1=O	0.9	0.8	0.7	-2.8	5.7	4.5	6.9	0.2	-4.8
COc1ccc(OC)c(C2=NOC(C(=O)NCCN3CCOCC3)C2)c1 (stereo not given)	-0.8	3.0	-0.4	-21.7	3.4	15.9	1.5	0.8	-20.7
O/N=C(/CCc1ccccc1)c1ccc2c(c1)OCCO2	-1.6	2.0	0.4	3.4	4.4	11.3	-0.4	-0.8	23.0
COc1cccc(COc2nc3c(c(=O)n(C)c(=O)n3C)n2C)c1	0.0	-3.1	0.0	-8.6	1.4	14.3	3.5	0.0	76.0*
CC1(C)CC(=O)C(c2c[nH]c3ccccc23)C(=O)C1	2.5	-3.9	-1.1	0.4	2.2	25.9	0.2	1.6	-30.1
N#CCC(=O)Nc1ccccc1C(=O)O	1.7	-2.4	1.1	-5.2	6.9	-3.0	-1.6	0.8	7.3
O=C1N(Cc2ccccc2F)c2ccccc2C12OCCCO2	-1.1	1.4	0.4	-0.7	2.8	49.8	1.2	-0.3	10.7
ClC1(Cl)CC1CSc1ncn[nH]1 (stereo not given)	0.3	3.9	-1.3	-19.6	2.7	-4.0	-3.0	0.3	28.0
O=C(Nc1ccccc1)c1nnsc1S(=O)c1ccc(Cl)cc1 (stereo not given)	2.6	-2.1	0.5	49.5*	-3.7	-25.5	-3.2	3.4	-14.3
CCCCCN1N=C(C)CC1=O	0.5	6.8	-0.2	3.6	5.4	11.4	-0.4	-0.5	11.6
CC(C)SC1=NC(C)(C)C=C(/C=C/c2ccc(Cl)cc2Cl)N1	-0.8	0.1	-1.7	15.1	4.8	27.7	0.9	0.6	18.0
CCN(CC)CCCNCC(=O)Nc1ccc2c(c1)CCC2	0.9	4.4	-0.1	-8.6	2.7	16.1	0.3	1.2	-13.8
CC(OC1=CC(=O)CCC1)C(=O)c1ccccc1 (stereo not given)	0.7	-3.2	0.9	-6.5	-0.7	-19.0	3.6	0.5	18.4
Cc1nc2ccc(Cl)cc2c(-c2ccccc2)c1CC(=O)O	-0.9	-1.8	0.6	-0.4	-0.1	-42.7	-2.2	0.4	3.0
Cc1cccc(N(CC(=O)NC2CCCCC2)C(=O)CCCC(=O)Nc2ccccn2)c1	0.1	-0.4	-0.4	-12.7	1.4	-23.5&22.3	1.7	-0.2	24.8
CCC(=O)Nc1cccc(NC(=O)c2cccc([N+](=O)[O-])c2)c1	0.2	1.2	-0.2	1.6	6.6	-2.8	-2.5	0.0	2.2
COc1cccc(CN(C)C(=O)Nc2cccc(C(F)(F)F)c2)c1OC	-1.2	-2.9	0.4	-19.2	-0.6	-3.3	1.6	0.1	-25.3
CN1CCCNc2nc3ccccc3nc21	1.9	1.7	-0.3	-6.3	-1.1	-0.5	2.9	0.9	-62.8
Cc1oc2ccc(OCC(N)=O)cc2c1C(=O)OC(C)C	1.2	3.9	-0.4	0.4	4.0	-21.4	-1.1	-0.3	18.3
COc1ccc(/C(O)=C2/C(=O)C(=O)N(Cc3ccco3)C2c2cccs2)cc1 (stereo not given)	0.7	-0.7	0.2	4.7	0.1	23.2	-0.1	-0.3	7.2
O=c1[nH]c(CN2CCN(C/C=C/c3ccccc3)CC2)nc2ccccc12	1.2	0.1	-0.7	-3.0	5.4	2.7	2.2	0.6	-4.1
COc1ccc(C2CC(=O)C=C(NCc3ccc4c(c3)OCO4)C2)cc1 (stereo not given)	1.6	-1.7	-0.2	5.3	2.5	-52.3	1.2	1.0	3.5
CC(C)(C)OC(=O)N1CCC[C@H]1c1nnc(SCc2ccccc2)o1	-0.1	-4.7	0.6	6.8	3.2	25.7	0.6	0.5	-2.3
CCc1ccc(C(C)NC(=O)Cn2cnc3c(=O)n(C)c(=O)n(C)c32)cc1 (stereo not given)	3.0	0.7	-0.7	1.7	4.3	-1.3	-0.4	1.4	-11.8
CCOc1ccc(Nc2oc(-c3cccc(Cl)c3)nc2C#N)cc1	0.1	-0.9	0.0	-13.3	4.4	-23.3	1.6	0.5	22.6

As entered above:
Entry for CCOC(CNC(=O)CCc1c(C)nc2ncnn2c1C)OCC in EP2 mod: 19.1
Entry for O=C(N/N=C/c1cccc(Oc2ccc([N+](=O)[O-])cc2[N+](=O)[O-])c1)c1cncc(Br)c1 in EP2 mod: -25.9
